CatL inh: inhibitors of human cathepsin L; P07711; purified cathepsin L, fluorogenic substrate, fluorescence; inhibition, %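 (tested at 10 µM)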; 58,000 compounds, 0.17% hits; AID 460; in the data active = inhibition above about 45%;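 also: 0% = enzyme with no compound and 100% = no enzyme blank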
Cathepsin G inh: blocks human cathepsin G enzyme activity; P08311; purified enzyme, AMC-tetrapeptide fluorescence, pooled mixtures; inhibition, % at 5 µM (by protocol); 62,000 compounds, 0.2% hits; AID 581;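 active = inhibition above 20% in each of the two mixture wells holding the compound; inactive = inhibition of 20% or less in either well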;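 also: 0% = enzyme control without mixture and 100% = blank lacking enzyme; strong numbers were not always called active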
C1s inh: blocks human complement C1s protease activity | 62,000 compounds, 0.16% hits | P09871 | purified C1s, fluorogenic AMC substrate, pooled mixtures | AID 538 | mean inhibition % of two 10-compound mixtures (stronger effect = higher value), % at 5 µM (by protocol);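 active = inhibition above 20% in each of the two 10-compound mixture wells holding the compound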;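 also: 0% = enzyme wells lacking compound mixture and 100% = no-enzyme blank wells; some compounds called inactive have numbers as strong as hits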
Her2 expr inh: inhibitors of human Her2 kinase expression | SKBR-3 HER2 protein level, AlphaScreen, 18-24 h; stronger effect = lower value | HER2 level % of control, % at 10 µM | P04626 | 65,000 compounds, 0.69% hits;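 active = HER2 level under 5% of the carrier-only control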;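 also: 100% = DMSO carrier and 0% = 500 nM PU-H71 HSP90 inhibitor; lower value means stronger loss of Her2 protein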
Target sequence (P04626 whole entry, looked up): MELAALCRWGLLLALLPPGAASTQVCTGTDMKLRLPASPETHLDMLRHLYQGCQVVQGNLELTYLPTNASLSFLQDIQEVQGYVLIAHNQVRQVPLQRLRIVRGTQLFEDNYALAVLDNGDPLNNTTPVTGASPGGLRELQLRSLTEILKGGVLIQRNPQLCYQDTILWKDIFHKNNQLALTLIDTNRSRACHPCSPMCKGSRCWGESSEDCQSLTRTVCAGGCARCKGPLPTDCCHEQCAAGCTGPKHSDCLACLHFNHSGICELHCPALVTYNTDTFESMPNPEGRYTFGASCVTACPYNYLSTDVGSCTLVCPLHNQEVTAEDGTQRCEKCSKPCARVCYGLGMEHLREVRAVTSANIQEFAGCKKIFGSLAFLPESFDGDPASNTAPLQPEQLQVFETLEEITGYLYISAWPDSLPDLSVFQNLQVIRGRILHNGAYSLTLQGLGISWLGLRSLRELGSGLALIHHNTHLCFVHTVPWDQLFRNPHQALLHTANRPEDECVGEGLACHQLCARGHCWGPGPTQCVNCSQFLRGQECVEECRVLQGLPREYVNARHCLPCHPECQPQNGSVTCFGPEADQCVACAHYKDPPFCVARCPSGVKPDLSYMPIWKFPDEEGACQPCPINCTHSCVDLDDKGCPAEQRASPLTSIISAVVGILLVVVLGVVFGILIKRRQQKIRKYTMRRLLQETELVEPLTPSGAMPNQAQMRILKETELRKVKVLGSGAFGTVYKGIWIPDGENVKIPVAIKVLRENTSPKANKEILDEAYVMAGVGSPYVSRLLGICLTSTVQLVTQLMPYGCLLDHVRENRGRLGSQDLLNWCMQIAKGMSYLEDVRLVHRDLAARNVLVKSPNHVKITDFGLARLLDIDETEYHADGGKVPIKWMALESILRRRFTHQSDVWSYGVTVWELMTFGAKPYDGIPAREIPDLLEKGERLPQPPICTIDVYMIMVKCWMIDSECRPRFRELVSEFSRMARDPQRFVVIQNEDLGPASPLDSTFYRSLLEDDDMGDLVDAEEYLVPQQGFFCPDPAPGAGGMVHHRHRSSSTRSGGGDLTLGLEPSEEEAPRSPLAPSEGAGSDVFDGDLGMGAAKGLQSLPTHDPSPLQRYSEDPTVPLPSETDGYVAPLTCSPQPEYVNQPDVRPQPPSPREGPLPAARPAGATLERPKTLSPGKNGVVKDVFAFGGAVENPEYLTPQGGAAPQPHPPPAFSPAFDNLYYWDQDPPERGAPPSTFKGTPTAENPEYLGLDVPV
CatB block: blocks human cathepsin B protease activity; AID 453; 63,000 compounds, 0.1% hits; purified cathepsin B, fluorogenic substrate, fluorescence; P07858; inhibition, %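 (tested at 10 µM)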; in the data active = inhibition above about 21%;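 also: 0% = enzyme with no compound and 100% = no enzyme blank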
CatS inh: blocks human cathepsin S protease activity; AID 501; 62,000 compounds, 0.06% hits; recombinant cathepsin S, AMC dipeptide fluorescence, pooled mixtures; inhibition, %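 (tested at 5 µM per compound within 10-compound mixtures)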; P25774; in the data active = inhibition above about 32%, passing the limit was not always enough;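 also: 0% = enzyme without compound and 100% = blank without enzyme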
CatB mixtures: human cathepsin B inhibition by mixtures | P07858 | Purified cathepsin B, AMC dipeptide fluorescence, compound mixtures | inhibition, %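 (ten-compound pools at 5 µM per compound and 50 µM total)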 | 62,000 compounds, 0.06% hits; in the data active = inhibition above about 22%, passing the limit was not always enough;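 also: 0% = enzyme without compound and 100% = no enzyme blank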
ROCK2 inh: ROCK2 (human) kinase inhibition. O75116. 60,000 compounds, 0.35% hits. purified ROCK2, Kinase-Glo ATP depletion luminescence. inhibition, % at 6 µM;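 active = inhibition above the screen-wide mean inhibition plus 3 SD, cut at about 18% in these data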;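 also: plate controls were DMSO wells for no effect and Y-27632 control wells after no-enzyme background subtraction for full effect; many of its hits are not listed in these tables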
PKA inh: PKA (human) kinase inhibition | AID 524 | PKA Kemptide phosphorylation, Kinase-Glo ATP luminescence | 65,000 compounds, 0.1% hits | inhibition, % at 6 µM;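 active = inhibition above the screen-wide mean inhibition plus 3 SD, cut at about 21% in these data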; also: many of its hits are not listed in these tables
The depositor's hits bear a star.

Start of the data: the first 6 records, to show the layout:
Results for Cc1onc(-c2ccccc2Cl)c1C(=O)Oc1cc(N)n(S(=O)(=O)c2ccc(F)cc2)n1 ?
CatL inh: 0; Cathepsin G inh: 4; C1s inh: -19; Her2 expr inh: 60; CatB block: 4; CatS inh: -7; CatB mixtures: 0; ROCK2 inh: 6; PKA inh: 9

What do the screens show for `C#CCN1C(=O)C(O)(CC(=O)c2ccc(OC)c(OC)c2)c2ccccc21` (stereo not given)?
CatL inh: 4; Cathepsin G inh: -2; C1s inh: -17; Her2 expr inh: 89; CatB block: -1; CatS inh: -4; CatB mixtures: -4; ROCK2 inh: 3; PKA inh: 0

How did COc1ccccc1N(C)S(=O)(=O)c1ccc(C(=O)NC2=NCCS2)cc1 do in these assays?
CatL inh: 9; Cathepsin G inh: 7; C1s inh: 12; Her2 expr inh: 66; CatB block: 4; CatS inh: -1; CatB mixtures: 2; PKA inh: 3

What do the screens show for `CCOC(=O)c1ccc(CSc2n[nH]c(C)n2)o1`?
CatL inh: 6; Cathepsin G inh: -11; C1s inh: -21; Her2 expr inh: 108; CatB block: 7; CatS inh: 12; CatB mixtures: 6; ROCK2 inh: 1; PKA inh: 5

What do the screens show for `CCn1cc(S(=O)(=O)CC(=O)Nc2ccc(OC)cc2)c2ccccc21`?
CatL inh: 10; Cathepsin G inh: 5; C1s inh: -10; Her2 expr inh: 113; CatB block: 4; CatS inh: 9; CatB mixtures: -8; ROCK2 inh: 2; PKA inh: -2

How did CC(CN1CCOCC1)OC(=O)COc1ccc(F)cc1 (stereo not given) do in these assays?
CatL inh: 25; Cathepsin G inh: 1; C1s inh: 2; Her2 expr inh: 79; CatB block: -2; CatS inh: 6; CatB mixtures: 7; ROCK2 inh: 5; PKA inh: 11

This part in full, from the start:
Results for Cc1onc(-c2ccccc2Cl)c1C(=O)Oc1cc(N)n(S(=O)(=O)c2ccc(F)cc2)n1 ?
CatL inh: 0; Cathepsin G inh: 4; C1s inh: -19; Her2 expr inh: 60; CatB block: 4; CatS inh: -7; CatB mixtures: 0; ROCK2 inh: 6; PKA inh: 9

What do the screens show for `C#CCN1C(=O)C(O)(CC(=O)c2ccc(OC)c(OC)c2)c2ccccc21` (stereo not given)?
CatL inh: 4; Cathepsin G inh: -2; C1s inh: -17; Her2 expr inh: 89; CatB block: -1; CatS inh: -4; CatB mixtures: -4; ROCK2 inh: 3; PKA inh: 0

How did COc1ccccc1N(C)S(=O)(=O)c1ccc(C(=O)NC2=NCCS2)cc1 do in these assays?
CatL inh: 9; Cathepsin G inh: 7; C1s inh: 12; Her2 expr inh: 66; CatB block: 4; CatS inh: -1; CatB mixtures: 2; PKA inh: 3

What do the screens show for `CCOC(=O)c1ccc(CSc2n[nH]c(C)n2)o1`?
CatL inh: 6; Cathepsin G inh: -11; C1s inh: -21; Her2 expr inh: 108; CatB block: 7; CatS inh: 12; CatB mixtures: 6; ROCK2 inh: 1; PKA inh: 5

What do the screens show for `CCn1cc(S(=O)(=O)CC(=O)Nc2ccc(OC)cc2)c2ccccc21`?
CatL inh: 10; Cathepsin G inh: 5; C1s inh: -10; Her2 expr inh: 113; CatB block: 4; CatS inh: 9; CatB mixtures: -8; ROCK2 inh: 2; PKA inh: -2

How did CC(CN1CCOCC1)OC(=O)COc1ccc(F)cc1 (stereo not given) do in these assays?
CatL inh: 25; Cathepsin G inh: 1; C1s inh: 2; Her2 expr inh: 79; CatB block: -2; CatS inh: 6; CatB mixtures: 7; ROCK2 inh: 5; PKA inh: 11

What do the screens show for `Cc1ccc(Nc2cc(C)nc3nc(C)nn23)cc1`?
Cathepsin G inh: 1; C1s inh: -19; Her2 expr inh: 100; CatB block: -1; CatS inh: 7; CatB mixtures: 6; ROCK2 inh: 0; PKA inh: -4

What do the screens show for `O=C(NC1(C(F)(F)F)NC(=O)N(C2CCCCC2)C1=O)c1cccs1` (stereo not given)?
CatL inh: -11; Cathepsin G inh: 0; C1s inh: -89; Her2 expr inh: 113; CatB block: 1; CatS inh: -13; CatB mixtures: -4; ROCK2 inh: 4; PKA inh: 3

How did CCCC(=O)N1CCc2cc(-c3nc(N)sc3C)ccc21 do in these assays?
CatL inh: 5; Cathepsin G inh: 2; C1s inh: -1; Her2 expr inh: 64; CatB block: 0; CatS inh: 2; CatB mixtures: 0; ROCK2 inh: -4; PKA inh: -8

How did CC(C)(O)P(C)(=O)c1ccccc1 (stereo not given) do in these assays?
Cathepsin G inh: 10; C1s inh: 8; Her2 expr inh: 118; CatB block: 4; CatS inh: 2; CatB mixtures: 3; ROCK2 inh: 6; PKA inh: 10

What do the screens show for `CCOc1ccc(OCC)c(Nc2cc(C)nc3ncnn23)c1`?
CatL inh: 0; Cathepsin G inh: -7; C1s inh: -12; Her2 expr inh: 104; CatB block: 2; CatS inh: 2; CatB mixtures: -5; ROCK2 inh: 2; PKA inh: 9

What do the screens show for `CCOC(=O)c1c(C)c(C(=O)N2CCCCCC2)c(C)n1CC`?
CatL inh: -1; Cathepsin G inh: 6; C1s inh: -8; Her2 expr inh: 84; CatB block: 1; CatS inh: -4; CatB mixtures: 5; ROCK2 inh: -3; PKA inh: -1

What do the screens show for `O=C(O)C1CCN(C(=O)c2scc3c2OCCO3)CC1`?
CatL inh: 0; Cathepsin G inh: 5; C1s inh: -1; Her2 expr inh: 81; CatB block: 1; CatS inh: -9; CatB mixtures: 2; ROCK2 inh: 4; PKA inh: 7

Results for Cn1ccnc1SCCC#N ?
CatL inh: 25; Cathepsin G inh: 8; C1s inh: -76; Her2 expr inh: 114; CatB block: 6; CatS inh: -17; CatB mixtures: 3; ROCK2 inh: 6; PKA inh: 3

Results for CC(C)C(NC(=O)c1ccc(S(=O)(=O)N2CCOCC2)cc1)c1nc2ccccc2[nH]1 (stereo not given) ?
CatL inh: -2; Cathepsin G inh: 6; C1s inh: -20; Her2 expr inh: 55; CatB block: 2; CatS inh: -10; CatB mixtures: -10; PKA inh: 10

How did Cc1ccccc1N1C(=O)[C@@H]2Cc3ccccc3CN2C1=O do in these assays?
CatL inh: -6; Cathepsin G inh: 0; C1s inh: 8; Her2 expr inh: 101; CatB block: -6; CatS inh: -5; CatB mixtures: 3; ROCK2 inh: -1; PKA inh: -2

What do the screens show for `O=C(NO)c1ccc(OC(F)F)cc1`?
CatL inh: 11; Cathepsin G inh: 12; C1s inh: 13; Her2 expr inh: 93; CatB block: 1; CatS inh: 18; CatB mixtures: 8; ROCK2 inh: 5; PKA inh: -1

How did c1ccc(-c2nnc3ccc(N4CCC5(CC4)OCCO5)nn23)cc1 do in these assays?
CatL inh: 2; Cathepsin G inh: 2; C1s inh: -20; Her2 expr inh: 136; CatB block: 1; CatS inh: -1; CatB mixtures: 7; ROCK2 inh: 8; PKA inh: 6

How did NC(=O)CN(c1ccc(Cl)cc1)S(=O)(=O)c1ccccc1 do in these assays?
Cathepsin G inh: 0; C1s inh: 1; Her2 expr inh: 93; CatB block: -1; CatS inh: 5; CatB mixtures: 6; ROCK2 inh: 7; PKA inh: -4

What do the screens show for `CC(C)[N+](C)(CCOC(=O)C1c2ccccc2Oc2ccccc21)C(C)C`?
CatL inh: 14; Cathepsin G inh: 11; C1s inh: 4; Her2 expr inh: 92; CatB block: 5; CatS inh: -3; CatB mixtures: -2; ROCK2 inh: 8; PKA inh: 6

Results for CNC(=O)CN(c1cccc2ccccc12)S(C)(=O)=O ?
CatL inh: 1; Cathepsin G inh: 4; C1s inh: 2; Her2 expr inh: 82; CatB block: -1; CatS inh: 2; CatB mixtures: -2; ROCK2 inh: -2; PKA inh: -4

Results for Cc1[nH]c(=O)c(C#N)c(C)c1Br ?
CatL inh: 2; Cathepsin G inh: -3; C1s inh: -34; Her2 expr inh: 90; CatB block: 7; CatS inh: 8; CatB mixtures: 5; ROCK2 inh: 1; PKA inh: 2

How did c1ccc(-c2noc(COc3ccc4c(c3)OCO4)n2)cc1 do in these assays?
CatL inh: 2; Cathepsin G inh: 12; C1s inh: 47; Her2 expr inh: 108; CatB block: 2; CatS inh: 11; CatB mixtures: 3; ROCK2 inh: 1; PKA inh: 7

Results for CC1(C(=O)NC2CCCCCCC2)CCC(=O)N1CCN1CCOCC1 (stereo not given) ?
CatL inh: 9; Cathepsin G inh: 11; C1s inh: 0; Her2 expr inh: 144; CatB block: 2; CatS inh: 0; CatB mixtures: 2; ROCK2 inh: 3; PKA inh: 3

Results for Cc1cccc(C)c1NC(=O)C1(N(Cc2ccco2)C(=O)CC2NC(=O)NC2=O)CCCCC1 (stereo not given) ?
CatL inh: -5; Cathepsin G inh: 1; C1s inh: 3; Her2 expr inh: 79; CatB block: -3; CatS inh: -1; CatB mixtures: 4; PKA inh: 2

Results for COc1ccc(OCC(=O)Nc2ccccc2C(=O)N2CCCC2)cc1 ?
CatL inh: 5; Cathepsin G inh: 11; C1s inh: 10; Her2 expr inh: 70; CatB block: 5; CatS inh: -1; CatB mixtures: 4; ROCK2 inh: 4; PKA inh: 12

How did O=C(Nc1ccc2c(c1)OCCO2)c1ccc(CN2CCOCC2)cc1 do in these assays?
CatL inh: 1; Cathepsin G inh: 11; C1s inh: 11; Her2 expr inh: 105; CatB block: 0; CatS inh: 0; CatB mixtures: 4; ROCK2 inh: 0; PKA inh: 5

What do the screens show for `CC(=O)Nc1c(O)nc(SCC(=O)Nc2ccc(C(C)=O)cc2)[nH]c1=O`?
CatL inh: 16; Cathepsin G inh: 7; C1s inh: 0; Her2 expr inh: 122; CatB block: -3; CatS inh: 1; CatB mixtures: 0; ROCK2 inh: 9; PKA inh: 7

How did CN1CCCN(CC(O)COCc2cccs2)CC1 (stereo not given) do in these assays?
CatL inh: 2; Cathepsin G inh: -1; C1s inh: -39; Her2 expr inh: 115; CatB block: 1; CatS inh: -13; CatB mixtures: 1; ROCK2 inh: 4; PKA inh: 7

How did CC1(C)CC(C(CC(=O)O)c2ccccc2)CCO1 (stereo not given) do in these assays?
CatL inh: 7; Cathepsin G inh: 13; C1s inh: 16; Her2 expr inh: 93; CatB block: 5; CatS inh: 10; CatB mixtures: 4; ROCK2 inh: 6; PKA inh: 7

What do the screens show for `Cc1cc(C)c2c(=O)[nH]n(C3CC(C)N(C)CC3C)c2n1` (stereo not given)?
CatL inh: 16; Cathepsin G inh: 1; C1s inh: 1; Her2 expr inh: 98; CatB block: 0; CatS inh: 6; CatB mixtures: 7; ROCK2 inh: -2; PKA inh: 3

How did Cc1cccc(NC(=O)c2ccccc2NC(=O)C(C)(C)C)n1 do in these assays?
CatL inh: -1; Cathepsin G inh: -12; C1s inh: -27; Her2 expr inh: 101; CatB block: 6; CatS inh: 9; CatB mixtures: 1; ROCK2 inh: -1; PKA inh: 5

How did Cn1c(CCN2CCOCC2)nc2cc(NC(=O)COc3ccc(Cl)cc3)ccc21 do in these assays?
CatL inh: 13; Cathepsin G inh: 1; C1s inh: -13; Her2 expr inh: 78; CatB block: -1; CatS inh: 13; CatB mixtures: -4; ROCK2 inh: -5; PKA inh: -6

Results for O=C(Nc1cc(N2CCOCC2)ncn1)c1ccccc1 ?
CatL inh: 7; Cathepsin G inh: 9; C1s inh: 15; Her2 expr inh: 118; CatB block: 0; CatS inh: 5; CatB mixtures: 6; ROCK2 inh: 1; PKA inh: 0

How did Cn1c(CSc2nnc(SCc3ccccc3)s2)nc2ccccc21 do in these assays?
CatL inh: -6; Cathepsin G inh: 8; C1s inh: 38; Her2 expr inh: 88; CatB block: 3; CatS inh: -7; CatB mixtures: 1; ROCK2 inh: 8; PKA inh: 14

Results for CC1=C(C(=O)OCc2ccccc2)C(c2ccc(C)o2)C2=C(CCCC2=O)N1 (stereo not given) ?
CatL inh: 12; Cathepsin G inh: -11; C1s inh: 11; Her2 expr inh: 72; CatB block: 4; CatS inh: 5; CatB mixtures: 6; ROCK2 inh: 3; PKA inh: 1

Screening data as filed in PubChem.

Some of the compounds tested; rates above refer to the full screens.
